# EP2 antag: human EP2 receptor antagonists, primary screen, TR-FRET cAMP, C6 glioma cells | C6 glioma cells expressing human EP2; cells stimulated with saturating PGE2 | AID 1422, 2008 | Prostaglandin E2 receptor EP2 subtype (Homo sapiens), P43116 | 260,000 tested, 0.52% active | inhibition, % at 25 µM;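 active means percent inhibition above 40 after rounding to a whole number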;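 further: rat C6 glioma host cells with rolipram phosphodiesterase inhibitor present; the protocol text gives 20 µM as final concentration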
# Target sequence (P43116 whole entry, looked up): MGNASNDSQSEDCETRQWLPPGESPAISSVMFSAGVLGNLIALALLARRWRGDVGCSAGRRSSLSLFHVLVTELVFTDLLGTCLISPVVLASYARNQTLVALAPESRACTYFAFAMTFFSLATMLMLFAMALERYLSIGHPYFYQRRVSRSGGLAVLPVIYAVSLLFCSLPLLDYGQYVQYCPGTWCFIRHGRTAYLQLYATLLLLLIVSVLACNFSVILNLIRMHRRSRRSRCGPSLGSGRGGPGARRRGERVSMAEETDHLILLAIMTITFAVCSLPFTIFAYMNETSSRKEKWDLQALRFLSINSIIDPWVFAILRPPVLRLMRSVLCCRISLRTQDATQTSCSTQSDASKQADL
# EP2 modulator: EP2 receptor modulators, cAMP readout, primary screen, cell-based, HTRF cAMP, PGE2 stimulation. Prostaglandin E2 receptor EP2 subtype (Homo sapiens), P43116. EP2-expressing cells, cAMP HTRF FRET, PGE2 co-stimulation. induction, % at 25 µM. 260,000 tested, 0.83% active;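 active means compounds whose cAMP rise, as percent of the full-agonist control response, exceeds 60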;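 further: rat C6 glioma line stably carrying human EP2 under a CMV promoter; the protocol text gives 20 µM as final concentration; 100% = response of wells given 1 µM PGE2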
# Starred values were filed as active, the others as inactive; & = joins results of further samples. These rows are one share of the data. The share of hits here may be higher or lower than overall.
# Sample of the layout (5 entries):
compound	EP2 antag	EP2 modulator
CCn1c(=O)n(CC(=O)Nc2ccccc2-c2ccccc2)c2cccnc21	1	-34
COc1cc(C2SCCCCCCCCCCSC(c3ccc(O)c(OC)c3)SCCCCCCCCCCS2)ccc1O (configuration not stated)	41*	14
Cc1nc2c(c(=O)[nH]1)CCN(Cc1cccc3nccnc13)C2	7	-5
CC(C)n1c(=O)oc2cc(S(=O)(=O)NCCCN(C)c3ccccc3)ccc21	5	-51
Cc1ccc(NC(=O)COc2ccc(S(=O)(=O)N3CCCC3)cc2)cc1C	8	12

# The whole of this part, previewed entries included:
compound	EP2 antag	EP2 modulator
CCn1c(=O)n(CC(=O)Nc2ccccc2-c2ccccc2)c2cccnc21	1	-34
COc1cc(C2SCCCCCCCCCCSC(c3ccc(O)c(OC)c3)SCCCCCCCCCCS2)ccc1O (configuration not stated)	41*	14
Cc1nc2c(c(=O)[nH]1)CCN(Cc1cccc3nccnc13)C2	7	-5
CC(C)n1c(=O)oc2cc(S(=O)(=O)NCCCN(C)c3ccccc3)ccc21	5	-51
Cc1ccc(NC(=O)COc2ccc(S(=O)(=O)N3CCCC3)cc2)cc1C	8	12
CCOC(=O)C1CCCN(C(=O)/C(=C/c2ccco2)NC(=O)c2ccccc2)C1 (configuration not stated)	13	11
Cc1ccc(C(=O)N2CCc3ccccc32)cc1C	6	44
COc1ccc(OC)c(C2/C(=C(/O)c3ccc(OC)c(OC)c3)C(=O)C(=O)N2C)c1 (configuration not stated)	9	-6
COc1ccccc1NC(=O)c1cc2c(ccc3ccccc32)oc1=N	32	7
O=C(NNC(=O)c1c(O)c2ccccc2[nH]c1=O)c1ccccc1	8	-47

# Compound profiles (already shown). Screens in order: EP2 antag, EP2 modulator
# `COc1ccccc1NC(=O)c1cc2c(ccc3ccccc32)oc1=N` across the screens: 32, 7
# `COc1cc(C2SCCCCCCCCCCSC(c3ccc(O)c(OC)c3)SCCCCCCCCCCS2)ccc1O` (configuration not stated) across the screens: 41*, 14
# `Cc1ccc(NC(=O)COc2ccc(S(=O)(=O)N3CCCC3)cc2)cc1C` across the screens: 8, 12
# `CC(C)n1c(=O)oc2cc(S(=O)(=O)NCCCN(C)c3ccccc3)ccc21` across the screens: 5, -51
# `CCn1c(=O)n(CC(=O)Nc2ccccc2-c2ccccc2)c2cccnc21` across the screens: 1, -34

# Remaining list, next part.
compound	EP2 antag	EP2 modulator
CC(C)c1ncc(CN(CCc2ccccc2)Cc2cccs2)cn1	7	53
COc1ccc(CN(Cc2[nH]c3ccccc3c2C)CC2CCCO2)c(OC)c1OC (configuration not stated)	1	-14
CCC(=O)Nc1ccc2nc(C3CC3)n(Cc3cccc(OC)c3)c(=O)c2c1	23	-16
CC(=O)Nc1ccc(-n2nnnc2SCC(=O)NCc2ccccc2)cc1	9	-33
O=C(COc1ccc(CNC2(c3cccc(F)c3)CC2)cc1)N1CCOCC1	9	-45
Cc1cc(C)nc(SCC(=O)Nc2ccc(N)cc2)n1	4	-15
O=c1oc2ccc3ccccc3c2cc1-c1nnc(-c2ccc(Cl)cc2)o1	8	-12
O=C(CSc1nnc2n(Cc3ccc(F)cc3)c3ccccc3n12)NCc1cccs1	13	11
COc1ccc(CN2CCN(C(=O)c3ccccc3OC)CC2)cc1Br	10	-35
COc1ccc(S(=O)(=O)N2CCC(C(=O)Nc3cccc(C)c3C)CC2)cc1C	8	-12
Cc1ccc(CN(CCN(C)C)Cc2c(C)nc3sccn23)o1	6	-5
CC(=O)Nc1ccc(C(=O)CSc2nc3sc4c(c3c(=O)[nH]2)CCCC4)cc1	26	-53
COc1ccc(OC)c(S(=O)(=O)N2CCC(C(=O)Nc3ccc(C)cc3)CC2)c1	6	-95
O=C(CCC(=O)N(CC(=O)NC1CCCCC1)c1ccc(F)cc1)Nc1ccccn1	7	-26
COc1ccc(C(=O)Nc2sc(C(=O)N3CCCC3)c(C)c2C#N)cc1	11	-14
Cc1ccc(CN(CCCn2ccnc2)Cc2c(C)oc3ccccc23)s1	7	6
CCOC(=O)C1CCN(C(c2cc3ccc(C)c(C)c3[nH]c2=O)c2nnnn2C2CCCC2)CC1 (configuration not stated)	9	2
COc1cccc(CN(Cc2ccco2)Cc2cncn2C)c1	9	-1
CC(C)(C)OC(=O)N1CCC[C@H](C(=O)c2ccccc2F)C1	8	6
CC1(C)N=C(N)N=C(N)N1c1cccc(CSc2ccccc2)c1	52*	20

# In a second layout: results already given.
# Each structure is followed by: EP2 antag, EP2 modulator
> COc1cccc(CN(Cc2ccco2)Cc2cncn2C)c1
 : 9, -1
> CC(C)(C)OC(=O)N1CCC[C@H](C(=O)c2ccccc2F)C1
 : 8, 6

# (list continues)
compound	EP2 antag	EP2 modulator
Cc1ccc(N(C(=O)c2snc(C(N)=O)c2N)C(C)C(=O)NC(C)(C)C)cc1C (configuration not stated)	10	24
NCC(O)(CS(=O)(=O)O)c1ccc(Cl)cc1 (configuration not stated)	14	2
CC1(Cl)CS(=O)(=O)CC1Cl (configuration not stated)	11	-9
Cc1nn(CC2CC2)c(=O)c2cc3occc3n12	7	12
CCN(CC)CCN1C(=O)C(=O)/C(=C(\O)c2cccc(OC)c2)C1c1cccnc1 (configuration not stated)	5	-39
N=c1c(C(=O)NCc2cccnc2)cc2c(=O)n3ccccc3nc2n1Cc1ccccc1	25	-102
CC1=C(C#N)c2nc(N)c(C#N)c(C)c2/C1=C/c1cccc(F)c1	27	-87
C=CCn1c(SCC(=O)Nc2cccc(Cl)c2)nnc1-c1ccncc1	10	-28
Cc1cccc(C)c1NCc1nnc(SCC(=O)Nc2cccc3ccccc23)n1C	17	-50
CCN(CC)CCN(Cc1cc2cc3c(cc2[nH]c1=O)OCCO3)C(=O)Nc1cccc(Cl)c1	17	-67
CN(C)c1ccc(NC(=O)c2cc3n(n2)C(C(F)(F)F)CC(c2ccco2)N3)cc1 (configuration not stated)	17	-52
CS(=O)(=O)N1CCN(c2ccccc2NC(=O)COc2ccccc2Cl)CC1	9	27
CCc1nnc(NC(=O)CSc2nnc3c4c5c(sc4nc(CC)n23)CCCC5)s1	10	10
COc1ccc(CCNC(=O)c2ccc(-c3ccccc3Cl)o2)cc1OC	62*	-87
CCOc1cc(C2C3=C(CCCC3=O)N(C)C3=C2C(=O)CCC3)cc(Cl)c1OC	6	-8
CCC(=O)Nc1sc(C(=O)Nc2cccc(Cl)c2)c(C)c1C(=O)OC	6	-13
O=C(NCCCN1Cc2ccccc2C1)C1(c2ccccc2F)CC1	7	-27
CN/C(=C\[N+](=O)[O-])NCCSCc1ccc(CN(C)C)o1	11&14	21&9
Cc1ccc2c(c1)cc(C)c1nn(CC(=O)N3CCCCC3)c(=O)n12	5	-23
O=C(COC(=O)C1CCCO1)Nc1cc(Cl)cc(Cl)c1 (configuration not stated)	5	-9
CCOC(=O)c1ccc(NC(=O)CSc2nnc(Cn3nnc4ccccc43)n2C)cc1	6	-13
COc1cc2c(cc1CN(CCCN(C)C)Cc1ccccn1)OCO2	1	11
CC(C)[C@H](Cn1nc(C2CC2)ccc1=O)NC(=O)Cc1cccs1	8	22
CCn1c(SCC(=O)Nc2cccc3ccccc23)nnc1-c1ccoc1C	11	-17
CSc1ncc(CN(CCN(C)C)Cc2cccs2)cn1	3	-114
COC(=O)c1sc2ncn(Cc3cccc(C)c3)c(=O)c2c1C	7	12
COC(=O)c1ccc(NC(=O)CSc2nnc(C3CC3)n2C)cc1	9	-7
CCc1nc2ccccc2n1CC(=O)NC1(c2ccc(OC)cc2)CCCC1	8	28
COC(=O)COc1ccccc1C1C(C(=O)OC)=C(N)OC2=C1C(=O)CC(C)(C)C2 (configuration not stated)	9	17
CCOc1ccc2[nH]c(=O)c(CN(CCOC)C(=O)Nc3ccccc3C)cc2c1	7	-49
Cc1cc(C)nc(SCC(=O)Nc2ncc(Cc3ccc(Cl)cc3)s2)n1	6	-89
COc1cccc(C(C(=O)NC2CCCC2)N(C(=O)Cc2cccs2)c2ccc3c(c2)OCO3)c1 (configuration not stated)	8	33
C[C@H]1[C@H]2CCC3C4CC=C5C[C@@H](N(C)C)CC[C@]5(C)C4CC[C@@]32CN1C (some centres not stated)	11	-1
C=CCn1c2cc(C)oc2c2cnn(CC(=O)NCc3nc4ccccc4[nH]3)c(=O)c21	0	-91
COc1ccc(/C=C2/SC(=S)N(c3cccc(O)c3)C2=O)cc1	10	-107
CCc1nn(CC(=O)NC2CC2)c(=O)c2cc3oc(C)cc3n12	6	-32
C[C@@H](Cn1nnc2ccccc21)NC(=O)c1cccnc1	10	-26
Cc1ccc(C(C(=O)NC2CCCCC2)N(C(=O)Cc2c[nH]c3ccccc23)C2CC2)o1 (configuration not stated)	6	25
Cc1ccc2c(c1)cc(C)c1nn(CC(=O)NCC3COc4ccccc4O3)c(=O)n12 (configuration not stated)	12	13
CCOc1cccc(C2C(C(=O)c3ccco3)=C(O)C(=O)N2CCOC)c1 (configuration not stated)	19	35
CCn1c(SCC(=O)Nc2cccc(Cl)c2Cl)nc2c1c(=O)n(C)c(=O)n2C	17	1
O=c1[nH]c2cc3c(cc2cc1CN(CCO)C(=S)NCCCN1CCOCC1)OCO3	6	-3
CCN1CCCC1CN(Cc1cc2cc3c(cc2[nH]c1=O)OCO3)C(=O)Nc1ccc(F)cc1 (configuration not stated)	18	-8
CC1(C)O[C@@H]2[C@@H](CO[C@H]2c2[nH]nc3c(=O)[nH]c(=O)[nH]c23)O1	8	-17
O=C(CNCC1CCCO1)NCC1CCCO1 (configuration not stated)	8	1
CN(C)CCCN(Cc1cccnc1)Cc1ccccn1	5	21
COc1ccccc1C1(O)CCCN(C(=O)c2cnc(C(C)(C)C)nc2)C1 (configuration not stated)	5	-45
COCCCN1C(=O)C(=O)/C(=C(\O)c2ccc(Cl)cc2)C1c1ccc(O)c(OC)c1 (configuration not stated)	16	1
COc1cccc(OCc2nnc(SCC(=O)Nc3ccc(C(C)=O)cc3)n2C)c1	13	-19
COc1ccc(NC(=O)CSc2nnc(C)c(=O)[nH]2)c(OC)c1	7	-16

# (further entries)
compound	EP2 antag	EP2 modulator
Cn1cnnc1SCC(C)(C)NS(=O)(=O)c1ccc(Cl)cc1	6	-15
CC1=NCC[N@@+]1(CCc1ccccc1)Cc1ccccc1	15	23
CCn1c(SCC(=O)Nc2ccc(NC(=O)c3ccccc3)cc2C)nnc1-c1cccs1	8	-11
COc1ccc(-c2cc(C)nc(N)c2C#N)cc1OC	13	-16
c1ccc(CC2CCN(C(c3cccnc3)c3nnnn3C3CCCCC3)CC2)cc1 (configuration not stated)	15	-18
COc1ccc(C(NC(=O)c2cc(C(C)C)nn2C)c2ccncc2)cc1 (configuration not stated)	12	-30
OCCn1cnc2c(SCc3ccccc3)ncnc21	7	4
COc1ccc(NC(=O)c2ccco2)cc1NC(=O)COc1ccc(Cl)cc1	11	1
CC(=O)NNc1cc(C)nc(NS(=O)(=O)c2ccc(C)cc2)n1	18	-7
COc1cc2cc(C)c3nnc(SCC(=O)N4CCC(C)CC4)n3c2cc1OC	3	1
COc1ccc(CN2CCC(NC(C)=O)(c3ccc(F)cc3)CC2)cc1OC(C)C	4	-39
N#C/C(=C(/O)C(=O)O)c1ccc(-c2cccc3ccccc23)cc1	11	15
Cc1ccc(CN(CCCn2ccnc2)Cc2ccc3cccc(Cl)c3n2)o1	5	9
COc1ccc(-n2c(SCc3nc4ccccc4c(=O)[nH]3)nc3ccccc3c2=O)cc1	13	-33
CC(Cc1ccc(O)c(O)c1)(NN)C(=O)O (configuration not stated)	20	-17
C[C@@]1(C(=O)O)CCC[C@@H]1C(=O)O	10	16
C=C(C)Cn1c(N2CCOCC2)nc2c1c(=O)n(C)c(=O)n2C	10	13
O=C(c1ccccc1)N(Cc1nc2ccccc2c(=O)[nH]1)Cc1cccs1	8	-9
COc1ccccc1NC(=O)N(CCc1ccccc1)Cc1cc2ccc(C)cc2[nH]c1=O	10	-13
Cc1cccc2cc(CN(C(=S)NCc3ccco3)C3CCCCC3)c(=O)[nH]c12	15	7
COCc1nnc(NC(=O)c2ccc(C(C)(C)C)cc2)s1	8	-31
CCOC(=O)c1sc2ncn(CC(=O)Nc3cccc(C)c3C)c(=O)c2c1C	11	0
COc1cc(OC)cc(-c2cc3nc4c(c(N5CCC6(CC5)OCCO6)n3n2)CCCC4)c1	10	15
COc1ccc(C2(NC(=O)c3cnn4cccnc34)CCCCC2)cc1	1	-46
COCCn1c2ccccc2n2c(=O)n(CC(=O)NC3CCCC3)nc12	12	-25
Cc1cccc(N(C(=O)Cn2nnc3ccccc32)C(C(=O)NCc2ccco2)c2ccco2)c1 (configuration not stated)	9	25
Cn1c(=O)c2[nH]c(CN3CCN(c4ccccc4)CC3)nc2n(C)c1=O	10	17
COc1ccc(CN(Cc2cc3cc(OC)c(OC)cc3[nH]c2=O)C(C)=O)cc1	9	-2
O=C(Cc1cccc(Cl)c1)NC1(c2ccc3c(c2)OCO3)CCCC1	5	-11
Cc1ccn(CCCNC(=O)Cn2nc(C)n3c(cc4occc43)c2=O)n1	10	-23
COc1ccccc1NC(=O)C1CCCN(S(=O)(=O)c2ccc(Cl)cc2)C1 (configuration not stated)	9	-76
Cc1cc(C)nc(N2CCC(C(=O)Nc3cc(F)ccc3C)CC2)n1	7	-25
